Screens (PubChem BioAssay)
Pin1 inhibitor = human Pin1 inhibition. Q13526. Pin1 FP peptide displacement, HiFluor488, 10 min. Potency, µM (doses to about 115 µM), for inactives: at the top dose activity, negative = inhibition, usual class: inhibitors. hit rate 0.009% among 390,000. AID 504891; active means well fitted inhibition curve with a large enough effect in the polarisation, with a control signal flat, not every such curve was filed as active; inconclusive means small, poorly fitted or top-dose-only effect, or effect the other way, or a change in a side signal; inactive means no such curve, though single readings can be large or run the other way; the % refers to the polarisation; further: on the % scale 0 is the no-effect control and ±100 the full control effect
JMJD2A Tudor = inhibitors of human JMJD2A Tudor domain; AlphaScreen JMJD2A-Tudor / H3K4me3 peptide binding; AID 504339; O75164; Potency, µM (titrated, usually from 114 µM), for inactives: top-dose activity change, negative = inhibition, actives largely listed as inhibitors; hit rate 4.4% among 390,000; further: on the % scale 0 is the no-effect control and ±100 the full control effect; nearly all actives have a fitted effect of over 50% in size
GLS inhibitor = inhibitors of human glutaminase (GLS); O94925; GLS enzymatic activity, qHTS titration; Potency, µM (titrated, usually from 45.5 µM), inactives show at the top dose activity change, negative = inhibition, hits mostly inhibitors; hit rate 0.21% among 410,000; further: on the % scale 0 is the no-effect control and ±100 the full control effect
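Human kidney-isoform GLS in 45 mM KH2PO4 pH 8.2, 0.02% Tween-20, with compound, started with 1mM L-Glutamine (added stock). Glutamate oxidase/HRP/Amplex red coupled fluorescence read at start and after 30 min at RT.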
ALOX12 inh = blocks human arachidonate 12S-lipoxygenase; purified 12hLO, xylenol orange hydroperoxide absorbance; hit rate 1.1% among 580,000; P18054; AID 1671190; Potency, µM (top dose mostly 108 µM), inactives show top-dose activity change, negative = inhibition, actives largely listed as inhibitors; further: on the % scale 0 is the no-effect control and ±100 the full control effect
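Purified human 12hLO at 150 nM in 25 mM Hepes, 0.01% Triton X-100, pH 7.0, preincubated 15 min at room temperature with compound. Reaction started with 40 uM arachidonic acid, 30 min at room temperature. Hydroperoxide measured by Fe-xylenol orange, 573/405 nm absorbance ratio.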
HP1b chromo inh = inhibitors of HP1-beta chromodomain binding to methylated histone tails. AlphaScreen HP1-beta / biotin-H3K9me3 peptide binding. hit rate 0.56% among 390,000. Potency, µM (titrated, usually from 114 µM), without a hit: at the top dose activity change, negative = inhibition, most hits filed as inhibitors. P83916; further: nearly all actives have a fitted effect of over 70% in size; inactives centre near 23
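AlphaScreen: HP1-beta (50 nM) preformed 30 min with biotin-H3(1-18)K9me3 peptide (50 nM) in PBS pH 7.4, 0.01% Tween-20. Compound added for 30 min at RT, then streptavidin donor/nickel chelate acceptor beads (10 ug/mL) for 30 min.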
Tb PGK inh = T. brucei PGK inhibition; P07378; PGK/GAPDH coupled, Kinase-Glo luminescence, 60 min; hit rate 0.043% among 380,000; Potency, µM (series often up to 57.5 µM), inactives show at the highest dose activity change, negative = inhibition, actives largely listed as inhibitors; further: on the % scale 0 is the no-effect control and ±100 the full control effect; nearly all actives have a fitted effect of over 60% in size
Target sequence (P07378 whole entry, looked up): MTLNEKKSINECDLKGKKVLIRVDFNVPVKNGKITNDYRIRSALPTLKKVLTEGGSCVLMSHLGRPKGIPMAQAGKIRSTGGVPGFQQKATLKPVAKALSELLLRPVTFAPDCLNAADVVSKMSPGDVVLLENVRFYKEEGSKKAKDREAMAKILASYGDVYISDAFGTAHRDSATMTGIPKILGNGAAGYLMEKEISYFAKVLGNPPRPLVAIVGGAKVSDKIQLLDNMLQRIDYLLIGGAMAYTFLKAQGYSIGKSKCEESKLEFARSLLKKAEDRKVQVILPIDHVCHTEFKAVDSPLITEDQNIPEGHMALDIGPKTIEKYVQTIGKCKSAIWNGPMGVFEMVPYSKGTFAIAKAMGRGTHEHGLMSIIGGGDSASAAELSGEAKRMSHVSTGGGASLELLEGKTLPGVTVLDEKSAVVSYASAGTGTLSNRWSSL
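Recombinant glycosomal PGK reaction used 1,3-bisphosphoglycerate generated in-well by GAPDH (100nM final) in 100mM TEA pH 7.6, 5mM MgCl2, 0.01% Tween-20. After 60 minutes at room temperature, ATP was read by Kinase-Glo Plus luminescence end-point.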
rTrxR1 inhibitor = inhibitors of rat thioredoxin reductase 1. recombinant rTrxR1, NADPH fluorescence consumption, selenite substrate. Potency, µM (doses to about 114 µM), inactives show at the highest dose activity change, negative = inhibition, usual class: inhibitors. hit rate 1% among 390,000; further: on the % scale 0 is the no-effect control and ±100 the full control effect; nearly all actives have a fitted effect of over 65% in size
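Rat TrxR1 (90 nM in the dispensed reagent) was pre-reduced with 400 uM NADPH for 5 min at room temperature, then incubated with compound for 15 min. After 400 uM selenite was added, NADPH fluorescence (Ex 340/Em 450 nm) was followed for 8 min.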
ERG-DNA inh = blocks human ERG Ets domain binding to DNA; P11308; fluorescence polarization, His-ERG Ets domain / labelled DNA; Potency, µM (top dose mostly 76.9 µM), inactives show at the highest dose FP activity, negative = inhibition, actives largely listed as inhibitors; hit rate 0.028% among 370,000; AID 624246; active means well fitted inhibition curve with a large enough effect in the polarisation, with a control signal flat; inconclusive means small, poorly fitted or top-dose-only effect, or effect the other way, or a change in a side signal; inactive means no such curve, though single readings can be large or run the other way; the % refers to the polarisation;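 further: polarization taken with two DNA probes labelled with fluorescein and Texas red; % of control where 0% means no effect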
Target sequence (P11308 whole entry, looked up, the tested form may be a part): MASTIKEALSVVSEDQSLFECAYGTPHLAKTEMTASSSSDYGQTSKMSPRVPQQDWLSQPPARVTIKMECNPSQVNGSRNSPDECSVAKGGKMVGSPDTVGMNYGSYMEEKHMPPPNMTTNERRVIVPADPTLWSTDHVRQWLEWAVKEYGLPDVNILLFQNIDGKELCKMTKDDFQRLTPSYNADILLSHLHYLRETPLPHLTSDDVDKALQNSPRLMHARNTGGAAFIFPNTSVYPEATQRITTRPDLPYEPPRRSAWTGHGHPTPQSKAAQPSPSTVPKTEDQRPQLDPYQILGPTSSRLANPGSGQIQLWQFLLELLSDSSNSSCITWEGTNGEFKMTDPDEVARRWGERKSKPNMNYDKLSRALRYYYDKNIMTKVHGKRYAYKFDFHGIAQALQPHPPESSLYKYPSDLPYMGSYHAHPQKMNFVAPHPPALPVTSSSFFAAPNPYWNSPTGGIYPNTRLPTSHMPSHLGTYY
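His-tagged ERG Ets domain (1 uM in the protein solution; 300mM KCl, 50mM Tris-HCl, 1mM EDTA, 1mM DTT, pH 7.5) received compound, then a probe mix of 5 nM fluorescein-DNA and 100nM Texas-615-DNA. Fluorescence polarization was read for both dyes.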
RGS4 inhibitor = human RGS4 inhibition; P49798; Transcreener GDP fluorescence polarization, RGS4-accelerated GTP hydrolysis; Potency, µM (top dose mostly 114 µM), without a hit: at the top dose activity change, negative = inhibition, usual class: inhibitors; hit rate 0.039% among 390,000; further: on the % scale 0 is the no-effect control and ±100 the full control effect; nearly all actives have a fitted effect of over 75% in size; some results filed as inactive show a strong effect at the top dose
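MLSMR compounds (23 nl, pin-transferred) preincubated 10 min at room temperature with a 500nM (2x) first reagent, then RGS4 at 900nM (2x) plus Transcreener GDP mix added; fluorescence polarization (620/688 nm) read before and after 90 min at 30 °C.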
Starred values were filed as active, the others as inactive; i = inactive; ? = inconclusive; / = no result given; & = joins results of further samples; [ ] = remark or other dose. Unless noted, the call rests on the fitted dose curve; in most records, active means well fitted curve in the direction sought with a large enough effect; inconclusive means small, poorly fitted or top-dose-only effect, or another doubt; inactive means no such curve, though single readings can be large; an effect the other way counts as inactive or inconclusive. Potency means the concentration at half of the fitted maximal effect. The list is partial; the hit share may differ from the screen's.

SMILES	Pin1 inhibitor	JMJD2A Tudor	GLS inhibitor	ALOX12 inh	HP1b chromo inh	Tb PGK inh	rTrxR1 inhibitor	ERG-DNA inh	RGS4 inhibitor
Cc1cccc(N(C(=O)c2csnn2)C(C(=O)NC2CCCCC2)c2ccncc2)c1 (stereo unspecified)	-7%	-5%	-5%	-2%	12%	i	21%	-14%	-8%
COc1ccccc1NC(=O)C1=C(C)NC2=C(C(=O)CCC2)C1c1ccc(C)o1 (stereo unspecified)	2%	-25%	11%	7%	10%	-7%	?	/	-12%
COc1ccc(CCC(=O)NCc2ccc3c(c2)CCN3C(=O)c2ccc(C)cc2)cc1	34%[activator]	-24%	-2%	-27%	26%	-5%	4%[57.1 µM]	1%	-18%
COc1ccc(-n2nc(C(=O)NCC(=O)NCc3ccc(F)cc3)c3ccccc3c2=O)cc1OC	?	-26%	-22%	14%	4%	-3%	-2%	1%	?
CCOCCn1c(=NC(=O)c2ccc(S(=O)(=O)N3CCOCC3)cc2)sc2cc(S(N)(=O)=O)ccc21	?	-12%	1%	4%	12%	-6%	42%[activator]	-1%	-1%
Fc1ccccc1NC(=S)NCc1ccc2c(c1)OCO2	1%	-6%[57.1 µM]	-3%	14%	58%[activator]	-5%	3%	-5%	9%
COc1ccccc1CN1CCCC(CNC(=O)c2cccc3ccccc23)C1 (stereo unspecified)	-3%	-13%	-5%	-5%	23%	-11%	43%[2.29 µM]	-8%	-5%
COc1ccc2[nH]cc(CCNC(=O)COc3cc(C)cc4oc(=O)cc(C)c34)c2c1	-18%	-15%	20%	1%	26%	3%	?	5%	5%
Cc1ccc(-n2nc3c(=O)n(C(C)C(=O)NCc4ccccc4C)nc(C)c3c2C)cc1 (stereo unspecified)	38%[activator]	-20%	1%	?	65%[activator]	-11%	8%	13%	-48%
Cc1ccc2nc(SCC(=O)NCc3ccccc3)nc(=O)n2c1	-9%	-15%	-3%	?	29%	-4%	42%[57.1 µM]	2%	-13%
O=C(N/N=C/c1ccncc1)c1ccc(NC(=O)c2ccc(Cl)cc2)cc1	3%	-15%	-4%	-14%	26%	-4%	12%	5%	?
NC(=O)C1CCN(C(=O)CCc2nc3ccccc3c(=O)[nH]2)CC1	-11%	-8%	5%	4%	15%	-10%	14%	-3%	-18%
CC(C)c1ccc(NC(=O)c2ccc(NS(C)(=O)=O)cc2)cc1	0%	-6%[11.4 µM]	0%	0%	37%	-5%	19%[57.1 µM]	-6%	-21%
Cc1cc(CNC(=O)COc2ccccc2F)c2ccccc2n1	5%	-20%	0%	1%	37%	0%	3%	-2%	7%[11.4 µM]
Cc1nc(C)c(-c2ccc(SCC(=O)Nc3ccccc3)nn2)s1	0%	8%	3%	37%[activator]	33%	-3%	-15%	-14%	-30%
CC1(C)NC(=O)N(CC(O)CN(c2ccccc2)S(=O)(=O)c2ccccc2[N+](=O)[O-])C1=O (stereo unspecified)	-10%	-1%	-15%	?	28%	-10%	0%[57.1 µM]	6%	5%
CCCN(C(=O)COC(=O)CCOc1ccccc1)c1c(N)n(Cc2ccccc2)c(=O)[nH]c1=O	24%	-9%	3%	?	34%	8%	-2%	-4%	8%
COC(=O)c1ccccc1NC(=S)NC(=O)c1ccccc1C	-10%	-30%	-7%	-16%	5%	-6%	11µM*	0%	?
COc1ccc(-c2nc(CCNC(=O)c3ccc(Br)o3)cs2)cc1	-8%&4%	-23%&-17%	6%&0%	30%&-6%	11%[57 µM]	-10%	-5%&-19%[57.1 µM]	1%&2%	12%&-10%
COC(=O)c1ccc(CSc2nnc(Nc3ccc(C)cc3)s2)o1	-3%	-2%	-7%	48%[activator]	27%	-7%	-14%[57.1 µM]	6%	-31%
CCCc1[nH]nc2c1C(c1cccc(OC(=O)c3ccco3)c1)C(C#N)=C(N)O2 (stereo unspecified)	7%	-31%	69%[activator]	?	20%	10%	-31%	/	-12%
CCC(Sc1nc2c(c(=O)[nH]1)CCC2)C(=O)Nc1cccc(OC)c1 (stereo unspecified)	7%	-10%	5%	8%	20%	-2%	18%	-2%	26%
CCCCCCn1cnc2c(c1=O)c1nc3ccccc3nc1n2/N=C/c1ccco1	1%	-19%	-10%	6%	11%	i	-23%	2%	-19%
CCCOc1ccc(CN(C(=O)Cc2coc3ccc(CC)cc23)C2CCS(=O)(=O)C2)cc1 (stereo unspecified)	7%	-21%	-4%	?	28%	-9%	-1%	0%	-8%
O=C(Cc1ccccc1[N+](=O)[O-])Nc1nccs1	-3%	-14%	-1%	-14%	6%	-4%	11%	-3%	-6%
Cc1occc1-c1nnc(SCC(=O)Nc2nc(-c3ccccc3)cs2)o1	2%	-4%	0%	6%	36%	-4%	34%	-17%	-5%
Cc1ccc(S(=O)(=O)c2c(C)nn(C(C)(C)C)c2OC(=O)C(C)C)cc1	4%	28%	0%	0%	67%[activator]	-6%	6%	2%	18%
CCC1=Nc2cc(C(=O)N3CCCCC3)ccc2Sc2ccc(C)cc21	1%	?	-14%	49%[activator]	0%	i	14%	6%	6%
COc1ccc(-n2nc(C(=O)NCC(=O)N3CCN(c4ccccc4F)CC3)c3ccccc3c2=O)cc1	0%	1%	-10%	-1%	-5%	-1%	54%[activator]	0%	15%
CCCCn1c(SCC(=O)NCc2ccco2)nc2c(sc3ccccc32)c1=O	24%	-23%	-1%	-26%	14%	-4%	9%[57.1 µM]	2%	-13%
Cc1nc(-c2ccccc2)nc2n[nH]c(N)c12	-9%	-1%	2%	136%[activator]	28%	-5%	16%	4%	11%
O=C(Cc1ccc(Cl)cc1)Nc1ccc(C(=O)N2CCCCC2)cc1	7%	-8%	-2%	-8%	51%[activator]	12%	18%	0%	-1%
CCNC(=O)COc1ccc(C=O)cc1OC	0%	-7%	0%	0%	36%	7%	16%	-3%	2%
Cc1nc(-c2cccnc2)sc1CCNS(=O)(=O)c1ccc(F)cc1	27%	-12%	-8%	-17%	30%[57 µM]	i	21%[57.1 µM]	0%	3%
COc1ccccc1NC(=O)C(=O)NCC(c1ccc2c(c1)OCO2)N1CCN(C)CC1 (stereo unspecified)	-2%	-13%	-5%	-13%	23%[57 µM]	-7%	29%[57.1 µM]	-6%	-35%
COCCNC(=O)c1c[nH]c2ccc(OC)cc2c1=O	-4%	-2%[57.1 µM]	-13%	-24%	73%[activator]	-1%	-4%	-1%	-25%[56.9 µM]
CNC(=O)NC(=O)COC(=O)c1ccc(-n2c(C)ccc2C)cc1	4%	-13%	1%	0%	18%	-4%	-22%	-5%	-18%
O=C(Cn1cc2c(n1)CCCCC2)N1CCCCC1	-4%	4%	-1%	?	64%[activator]	-9%	14%[57.1 µM]	11%	-11%
COC1=C/C(=C/c2c(N)n3nc(-c4ccc(C)cc4)sc3nc2=O)C=CC1=O	?	?	-10%	?	7%	-18%	16%[57.1 µM]	15%	-12%
COc1ccccc1S(=O)(=O)Cc1ccc(C(=O)NCCN(C)C)o1	1%	-18%	-1%	445%[activator]	32%[activator]	i	4%[57.1 µM]	?	10%
CCOC(=O)N1CCN(C(=O)COc2ccc(Cl)cc2C)CC1	-3%	-5%	-4%	0%	28%	-5%	-6%[57.1 µM]	0%	19%
CCCCNC(=O)c1ccc(NS(=O)(=O)c2ccccc2)cc1	8%	-4%	-7%	2%	48%[activator]	0%	-4%	-16%	-15%
C/C(=N\NC(=O)Cc1ccc(Cl)c(Cl)c1)c1cccnc1	0%	-8%	10%	18%	44%[activator]	-1%	19%	-5%	0%

Whole records from above. Screens in order: Pin1 inhibitor, JMJD2A Tudor, GLS inhibitor, ALOX12 inh, HP1b chromo inh, Tb PGK inh, rTrxR1 inhibitor, ERG-DNA inh, RGS4 inhibitor
Listed for Cc1nc(-c2cccnc2)sc1CCNS(=O)(=O)c1ccc(F)cc1 : 27%, -12%, -8%, -17%, 30%[57 µM], i, 21%[57.1 µM], 0%, 3%
Listed for Cc1cccc(N(C(=O)c2csnn2)C(C(=O)NC2CCCCC2)c2ccncc2)c1 (stereo unspecified) : -7%, -5%, -5%, -2%, 12%, i, 21%, -14%, -8%
Listed for COc1ccc(-c2nc(CCNC(=O)c3ccc(Br)o3)cs2)cc1 : -8%&4%, -23%&-17%, 6%&0%, 30%&-6%, 11%[57 µM], -10%, -5%&-19%[57.1 µM], 1%&2%, 12%&-10%
Listed for COC1=C/C(=C/c2c(N)n3nc(-c4ccc(C)cc4)sc3nc2=O)C=CC1=O : ?, ?, -10%, ?, 7%, -18%, 16%[57.1 µM], 15%, -12%
Listed for O=C(Cc1ccccc1[N+](=O)[O-])Nc1nccs1 : -3%, -14%, -1%, -14%, 6%, -4%, 11%, -3%, -6%
